From PubChem BioAssay
C2C12 statin: suppression of simvastatin myotoxicity. C2C12 myotubes + simvastatin, ATP luminescence, 48 h; scaled: DMSO 0, geranylgeraniol control 100. hit rate 0.78% among 330,000. rescue of ATP level, % at 7.49 µM;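 active = mean ATP rescue above about 67%, or every replicate alone reaching that limit, limit read from the data, passing the limit was not always enough; inconclusive = no clear call, values can overlap the other calls; inactive = mean under the limit and some replicate under it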;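 also: myotubes were challenged with 10 µM simvastatin during compound exposure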
E-sel inducer: E-selectin induction on HUVECs; HUVEC E-selectin immunofluorescence imaging; normalized: neutral wells 0, TNF-alpha wells 100; AID 686992; hit rate 0.37% among 260,000; P16581; activation, % at 7.58 µM;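 active = mean E-selectin-positive cell signal at least 10% of the positive control, reached in at least 60% of replicates, without over 20% cell loss; inconclusive = no rule given, readout overlaps actives, possibly toxicity-flagged; inactive = the rest, including those meeting only one limit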;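 also: in these data hits start at about 27%; measured in HUVEC primary endothelial cells; signal is the percent of cells scored E-selectin positive by PE staining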
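Read-out basis: % PE-positive cells; Test system: HUVEC primary endothelial cells; Technique: immunofluorescence imaging; Dosing: single-point compound dose.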
DENV2 CPE: protects cells from dengue virus 2 cytopathic effect | DENV2-infected cells, cytopathic effect rescue, plate reader | CPE inhibition, % at 9.99 µM | hit rate 1.7% among 350,000 | AID 651640; in the data active = CPE inhibition above about 20%, passing the limit was not always enough; inconclusive = no clear call, values can overlap the other calls; tested in BHK-21 cells;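 also: 0% = median of neutral control wells and 100% = median of positive control wells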
PglD inh: inhibitors of Campylobacter jejuni PglD acetyltransferase | purified PglD enzyme, DTNB colorimetric CoA detection | inhibition, % at 12.5 µM | hit rate 0.098% among 360,000 | AID 602405; in the data active = inhibition above about 16%, passing the limit was not always enough; inconclusive = no clear call, values can overlap the other calls; also: strong numbers were not always called active
ERp5 block: blocks human ERp5 reductase activity on insulin; ERp5 insulin aggregation, absorbance 650 nm, 90 min; inhibition, % at 9.99 µM; hit rate 0.05% among 350,000; AID 651711;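 active = mean replicate inhibition above about 25%, with every replicate also reaching it, limit read from the data, passing the limit was not always enough; inconclusive = only one of those two criteria met; inactive = neither criterion met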
Target sequence (Q15084 whole entry, looked up): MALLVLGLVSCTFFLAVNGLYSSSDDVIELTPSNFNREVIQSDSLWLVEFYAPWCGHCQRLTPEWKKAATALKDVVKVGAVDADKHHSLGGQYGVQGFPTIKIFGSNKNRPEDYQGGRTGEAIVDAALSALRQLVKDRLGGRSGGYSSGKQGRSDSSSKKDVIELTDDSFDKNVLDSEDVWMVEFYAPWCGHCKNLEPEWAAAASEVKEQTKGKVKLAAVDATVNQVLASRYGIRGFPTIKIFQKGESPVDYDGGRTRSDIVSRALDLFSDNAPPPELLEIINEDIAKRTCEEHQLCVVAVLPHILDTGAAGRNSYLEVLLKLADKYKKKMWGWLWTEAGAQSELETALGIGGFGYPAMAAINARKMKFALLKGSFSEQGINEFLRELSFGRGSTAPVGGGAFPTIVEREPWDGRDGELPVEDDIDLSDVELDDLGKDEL
SIRT5 inh: inhibitors of human sirtuin-5 desuccinylase; Q9NXA8; hit rate 1.1% among 330,000; Purified SirT5, succinyl-peptide AMC, trypsin-coupled fluorescence; inhibition, % at 15 µM; AID 652115; in the data active = inhibition above about 15%; inconclusive = no clear call, values can overlap the other calls
Target sequence (Q9NXA8 whole entry, looked up): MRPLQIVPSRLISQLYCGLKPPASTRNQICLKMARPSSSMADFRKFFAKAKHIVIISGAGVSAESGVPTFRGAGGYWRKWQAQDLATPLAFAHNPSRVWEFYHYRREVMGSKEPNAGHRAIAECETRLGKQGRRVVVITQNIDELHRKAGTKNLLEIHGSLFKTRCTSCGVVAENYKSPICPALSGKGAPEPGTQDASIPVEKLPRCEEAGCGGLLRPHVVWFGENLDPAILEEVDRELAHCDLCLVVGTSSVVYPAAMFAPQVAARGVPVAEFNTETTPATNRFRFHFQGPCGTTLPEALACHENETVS
S100A4 inh HTS: S100A4-myosin IIA interaction inhibition. hit rate 0.14% among 360,000. S100A4/TAMRA-MyoIIA peptide fluorescence polarization. inhibition, % at 10.7 µM;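 active = mean inhibition of at least 70% across replicates, with every replicate also reaching that level; inconclusive = mean inhibition reaches 70% but some replicates fall short; inactive = mean inhibition below 70%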
Target sequence (P26447 whole entry, looked up): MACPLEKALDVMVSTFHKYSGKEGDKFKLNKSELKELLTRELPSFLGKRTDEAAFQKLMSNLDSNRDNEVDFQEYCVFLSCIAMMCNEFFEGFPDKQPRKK
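Material: S100A4 monomer protein / Buffer or medium: 50 mM HEPES pH 7.2, 10 mM CaCl2, 100 mM KCl / Times: 5 min incubation before reading / Benchmarks: neutral control DMSO, positive control TFP / Reagent: labelled myosin peptide probe, 5 nM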
* marks the source's active call; other numbers are inactive results; ? = inconclusive; / = no result given. This is a subset; count on the stated rates, not on these rows.

Start of the listing, in advance (18 entries):
SMILES	C2C12 statin	E-sel inducer	DENV2 CPE	PglD inh	ERp5 block	SIRT5 inh	S100A4 inh HTS
CCCC#Cc1ccc([C@@H]2[C@@H](CO)N3CCCCN(C(=O)NC4CCCC4)C[C@@H]23)cc1	-6	0.8	?	1	5	3	-1
CCCCn1c(N)c(N(CC(C)C)C(=O)c2cc(C)nc3ccccc23)c(=O)[nH]c1=O	19	0.9	-1	0	3	1	1
O=C1N=C(N2CCOCC2)S/C1=C\c1cccs1	2	/	8	0	2	-2	3
COc1ccc(S(=O)(=O)Nc2ccc3c(c2)C(=O)N([C@H](C)CO)C[C@H](C)[C@H](CN(C)C(=O)Nc2ccc4c(c2)OCO4)OCCCC[C@@H](C)O3)cc1	/	-0.1	-2	-3	-4	-4	0
COc1ccccc1C(=O)NC(=O)CSc1nnc2ccccn12	3	/	-5	-5	-1	-8	-3
CC(C)C[C@H]1CN(CCCC[C@@H]2CNC(=O)C(=O)N2Cc2ccccc2)C(=O)C(=O)N1CC1CCCCC1	/	/	-2	/	4	2	0
Cc1ccnn1CCC(=O)N1CCCC(CCC(=O)N2CCN(c3ccccn3)CC2)C1 (stereo not drawn)	/	/	-5	/	-5	-5	1
O=C(O)c1ccccc1-n1cnnn1	12	1.0	4	-1	2	-4	-5
COc1ccc(CSC(=S)NNc2ccccc2)cc1	3	?	4	4	-6	-4	-1
COc1ccc(S(=O)(=O)N2CCN(c3ccc(C)cc3C)CC2)cc1OC	15	0.0	-4	-6	4	-6	4
COc1cccc(CNC(=O)c2cc3c(cc2Cl)N2CCCCCC2=NS3(=O)=O)c1	/	100*	7	/	6	-3	-3
CCc1ccc(N2C(=O)CN(Cc3cccs3)C2=S)cc1	-1	2.4	4	0	5	0	5
COc1ccc(C(=O)NC23CC4CC(CC(C4)C2)C3)cc1	4	-1.8	-3	-4	2	-4	-11
COc1cc2nc(C3CCC3)n(NC(=O)C3CCCC(OC)C3)c(=O)c2cc1OC (stereo not drawn)	-5	/	1	0	-4	-2	7
O=C(Cc1ccccc1F)Nc1cc(Cl)ccc1N1CCCC1	-14	/	?	5	-1	0	-16
CS(=O)(=O)c1[nH]nc(-c2ccccc2)c1C#N	/	0.0	1	/	1	0	9
Cc1cc(C)c(NC(=O)CCCC(=O)O)c(Cl)c1	5	/	/	7	6	0	4
O=C(C[C@@H]1CC[C@H]2[C@@H](COC[C@H](O)CN2Cc2cccc(F)c2)O1)NCC1CCCCC1	15	0.0	-8	-3	7	-3	-40

Main list, from the start:
SMILES	C2C12 statin	E-sel inducer	DENV2 CPE	PglD inh	ERp5 block	SIRT5 inh	S100A4 inh HTS
CCCC#Cc1ccc([C@@H]2[C@@H](CO)N3CCCCN(C(=O)NC4CCCC4)C[C@@H]23)cc1	-6	0.8	?	1	5	3	-1
CCCCn1c(N)c(N(CC(C)C)C(=O)c2cc(C)nc3ccccc23)c(=O)[nH]c1=O	19	0.9	-1	0	3	1	1
O=C1N=C(N2CCOCC2)S/C1=C\c1cccs1	2	/	8	0	2	-2	3
COc1ccc(S(=O)(=O)Nc2ccc3c(c2)C(=O)N([C@H](C)CO)C[C@H](C)[C@H](CN(C)C(=O)Nc2ccc4c(c2)OCO4)OCCCC[C@@H](C)O3)cc1	/	-0.1	-2	-3	-4	-4	0
COc1ccccc1C(=O)NC(=O)CSc1nnc2ccccn12	3	/	-5	-5	-1	-8	-3
CC(C)C[C@H]1CN(CCCC[C@@H]2CNC(=O)C(=O)N2Cc2ccccc2)C(=O)C(=O)N1CC1CCCCC1	/	/	-2	/	4	2	0
Cc1ccnn1CCC(=O)N1CCCC(CCC(=O)N2CCN(c3ccccn3)CC2)C1 (stereo not drawn)	/	/	-5	/	-5	-5	1
O=C(O)c1ccccc1-n1cnnn1	12	1.0	4	-1	2	-4	-5
COc1ccc(CSC(=S)NNc2ccccc2)cc1	3	?	4	4	-6	-4	-1
COc1ccc(S(=O)(=O)N2CCN(c3ccc(C)cc3C)CC2)cc1OC	15	0.0	-4	-6	4	-6	4
COc1cccc(CNC(=O)c2cc3c(cc2Cl)N2CCCCCC2=NS3(=O)=O)c1	/	100*	7	/	6	-3	-3
CCc1ccc(N2C(=O)CN(Cc3cccs3)C2=S)cc1	-1	2.4	4	0	5	0	5
COc1ccc(C(=O)NC23CC4CC(CC(C4)C2)C3)cc1	4	-1.8	-3	-4	2	-4	-11
COc1cc2nc(C3CCC3)n(NC(=O)C3CCCC(OC)C3)c(=O)c2cc1OC (stereo not drawn)	-5	/	1	0	-4	-2	7
O=C(Cc1ccccc1F)Nc1cc(Cl)ccc1N1CCCC1	-14	/	?	5	-1	0	-16
CS(=O)(=O)c1[nH]nc(-c2ccccc2)c1C#N	/	0.0	1	/	1	0	9
Cc1cc(C)c(NC(=O)CCCC(=O)O)c(Cl)c1	5	/	/	7	6	0	4
O=C(C[C@@H]1CC[C@H]2[C@@H](COC[C@H](O)CN2Cc2cccc(F)c2)O1)NCC1CCCCC1	15	0.0	-8	-3	7	-3	-40
O=C(COc1ccc(Br)cc1)NCc1ccccn1	-16	/	/	4	-1	-2	2
Cc1ccc(CNS(=O)(=O)c2ccc(F)c(F)c2)n1C	6	-0.1	14	1	2	3	0
Cc1ccc2nc3n(c(=O)c2c1)-c1ccccc1C(=O)NC3Cc1ccccc1 (stereo not drawn)	/	-0.1	-14	/	3	-3	3
CC(C)(C)n1nnnc1C(c1ccccc1)N1CCN(c2ncc(C(F)(F)F)cc2Cl)CC1 (stereo not drawn)	/	0.0	-12	/	5	-8	-1
O=C(COC(=O)c1ccccc1)NCc1cccs1	5	/	1	-1	-3	0	2
Cc1cc(C(=O)Nc2cccc3c2O[C@H](CN(C)C(=O)Nc2ccc(F)cc2)[C@@H](C)CN([C@H](C)CO)C3=O)n(C)n1	34	-15	3	2	1	-1	-5
Cc1ccc(S(=O)(=O)Nc2cccc3c2O[C@@H](CN(C)C(=O)NC(C)C)[C@@H](C)CN([C@@H](C)CO)C3=O)cc1	-6	0.8	2	3	-3	-4	1
O=c1cc(-c2ccc(Cl)cc2)oc(=O)[nH]1	/	/	7	/	-10	-1	-2
CC(=O)c1ccc(Sc2ccccc2)c([N+](=O)[O-])c1	/	0.1	17	1	9	2	-2
Cc1c(NC(=O)C(C)Oc2ccc(Br)cc2)c(=O)n(-c2ccccc2)n1C (stereo not drawn)	-4	-0.1	0	10	2	-1	0
C[C@H]1CN([C@@H](C)CO)C(=O)c2cc(NC(=O)C3CC3)ccc2O[C@H]1CN(C)C(=O)Nc1cccc2ccccc12	-6	-0.1	3	-1	4	0	1
CCC(=O)N1C[C@@H](C)[C@@H](OC)CN(C)C(=O)c2ccc(NC(=O)c3cc(C)on3)cc2OC[C@H]1C	2	-0.1	/	0	/	/	/
CO[C@H]1CN(C)C(=O)c2ccc(NS(=O)(=O)c3ccc(-c4ccccc4)cc3)cc2OC[C@H](C)NC[C@@H]1C	/	0.0	9	/	10	-2	1
O=C1CC(N2CCN(S(=O)(=O)c3cccc(C(F)(F)F)c3)CC2)C(=O)N1Cc1ccccc1 (stereo not drawn)	/	/	/	0	-4	-1	-1
O=C1NCC(COc2ccc(Cl)cc2)O1 (stereo not drawn)	/	-1.4	-1	/	9	0	-1
C[C@@H]1CN([C@@H](C)CO)C(=O)c2cc(NS(=O)(=O)c3cn(C)cn3)ccc2O[C@H]1CN(C)CC1CC1	-16	-0.1	-3	-2	0	-7	1
CCOC(=O)CNC(=O)CSc1nnc(CCc2nc3ccccc3[nH]2)n1C	8	0.2	-5	-4	7	5	-10
Cc1ccc(S(=O)(=O)Nc2ccc3c(c2)C(=O)N([C@H](C)CO)C[C@H](C)[C@@H](CN(C)C(=O)Nc2ccc(C(F)(F)F)cc2)OCCCC[C@@H](C)O3)cc1	/	0.8	6	0	1	7	2
CC(C)Cn1c(N)c(C(=O)COC(=O)c2cnc(Cl)c(Cl)c2)c(=O)n(C)c1=O	/	/	3	/	7	2	-17
O=C(NC1CCCC1)C1CCCN(S(=O)(=O)c2cnc[nH]2)C1 (stereo not drawn)	2	/	-6	2	2	/	13
CC(C)CN1CCN(Cc2nc3ccccc3s2)CC1CCO (stereo not drawn)	/	/	2	/	6	/	-6
CC(C)(C)OC(=O)CC(S(=O)(=O)c1ccccc1)S(=O)(=O)c1ccccc1	-7	0.7	5	-4	4	/	1
Cc1cccc(C)c1NC(=O)c1ccc2sc([C@H]3C[C@H](O)[C@@H](CO)O3)nc2c1	8	1.3	-4	2	-2	-3	-1
Cc1cccc2nc(CSc3ccccc3C(=O)O)cn12	/	/	-5	/	-1	2	0
Cn1nc(-c2ccc(Cl)cc2)c2cc(C(=O)N3CCCC3)sc21	4	/	-5	0	-3	/	-1
CC1CCN(C(=O)c2ccccc2NC(=O)c2cccc(S(=O)(=O)N(C)C)c2)CC1	-2	-0.2	12	-1	-8	0	-2
NC(=O)CC[C@H](NC(=O)c1ccc(F)cc1)C(=O)OCC(=O)Nc1ccc(N2CCOCC2)cc1	/	/	-3	/	1	-1	-1
O=C(Nc1cccc(C(F)(F)F)c1)C1CCCN1S(=O)(=O)c1cccc2cccnc12 (stereo not drawn)	-3	/	11	/	-4	-1	3
CCCC(=O)Nc1ccc(-c2csc(N/N=C\c3ccncc3)n2)cc1	/	/	4	-1	5	1	-7
O=C(O)CC(CCc1ccccc1)OC1OC(CO)C(O)C(O)C1O (stereo not drawn)	-1	/	-8	-4	-1	3	13
C/C=C/c1ccc2c(c1)O[C@@H](CN(C)Cc1cncnc1)[C@@H](C)CN([C@H](C)CO)S2(=O)=O	-12	-1.0	15	5	3	-3	39
CSc1nc(C)[nH]c(=O)c1C#N	-4	3.0	-3	/	4	3	-1
Cc1cc(C(=O)N/N=C/c2cn[nH]c2-c2ccccc2)cs1	/	-0.6	-2	/	4	3	-9
C[C@@H]1CN([C@@H](C)CO)C(=O)c2cc(NC(=O)CCC(F)(F)F)ccc2O[C@@H]1CN(C)CC1CCCCC1	20	/	22*	-2	-6	4	-1
COCCNC(=O)CSCc1nc(-c2ccc(SC)cc2)oc1C	11	0.4	/	-2	/	/	/
O=C(N/N=C/c1ccc(C(=O)O)cc1)C1=NNC(c2ccccc2)(c2ccccc2)C1	/	0.3	1	/	-4	-1	-1
Cc1ccc(S(=O)(=O)N[C@@H]2C=C[C@@H](CC(=O)NCCN3CCCCC3)O[C@H]2CO)cc1	-17	-0.4	1	2	2	-3	-3
CC=Cc1ccc2n(c1=O)C[C@H]1[C@H](CO)[C@@H](C(=O)N[C@@H](C)c3ccccc3)[C@@H]2N1Cc1ccccc1 (mixture of isomers)	/	-0.4	-1	/	4	4	-4
CCCCc1c(O)nc(SC2CC(=O)N(c3ccc(C(=O)OCC)cc3)C2=O)[nH]c1=O (stereo not drawn)	-9	/	-2	4	1	0	1
COCC(=O)N1CC2(CN(Cc3ccccc3)C2)c2c([nH]c3cc(OC)ccc23)[C@H]1CO	/	-0.3	?	/	7	/	-2
COC(=O)C[C@H]1CC[C@@H](N)[C@H](CO)O1	3	/	6	6	2	0	-4
Cc1cc(C(=O)CN2CCCC2)c(C)n1-c1ccc(Cl)cc1	4	0.0	0	3	5	4	-2
CC(=O)N(CCC(c1ccco1)C(C)C)Cc1ccc(Cl)cc1 (stereo not drawn)	/	/	-6	5	/	0	0
